TbREL1 inh: TbREL1 inhibition, primary screen | P86926 | TbREL1 RNA ligation, FRET fluorescence | inhibition, % at 9.66 µM | actives 0.49% (n = 89,000) | AID 1117264;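 active = inhibition above the mean inhibition across all screened compounds plus 3 SD, cut at about 11% in these data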;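 also: 0% = plate median of test wells and 100% = NSC42067 control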
Target sequence (P86926 whole entry, looked up): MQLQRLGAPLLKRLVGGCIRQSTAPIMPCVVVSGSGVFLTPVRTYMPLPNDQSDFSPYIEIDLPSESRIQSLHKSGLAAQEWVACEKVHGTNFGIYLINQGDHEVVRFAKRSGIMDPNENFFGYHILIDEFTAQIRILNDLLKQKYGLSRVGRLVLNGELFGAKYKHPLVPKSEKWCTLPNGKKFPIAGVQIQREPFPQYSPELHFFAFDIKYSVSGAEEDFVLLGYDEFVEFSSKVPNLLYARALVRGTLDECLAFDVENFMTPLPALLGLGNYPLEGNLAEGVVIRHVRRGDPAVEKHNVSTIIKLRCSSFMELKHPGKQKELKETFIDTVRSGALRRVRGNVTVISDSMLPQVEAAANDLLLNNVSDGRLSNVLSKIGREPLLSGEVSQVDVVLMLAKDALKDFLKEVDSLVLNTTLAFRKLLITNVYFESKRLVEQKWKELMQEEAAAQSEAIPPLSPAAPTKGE
* hit, by the source's call. This is a subset (hit frequency here may not be typical).

canonical_smiles	TbREL1 inh
O=C(NCc1cccnc1)C(=O)NCC(c1ccco1)N1CCN(c2ccccc2)CC1 (stereo not drawn)	-0.1
Nc1nc(-c2ccc(F)cc2)cs1	3.5
Cc1cc(C(=O)NNC(=O)c2ccccc2O)c(C)o1	-1.7
CC1CC(C)CN(S(=O)(=O)CC23CCC(CC2=O)C3(C)C)C1 (stereo not drawn)	-4.2
COc1ccccc1N1CCN(CC(=O)Nc2c(C)n[nH]c2C)CC1	0.5
CC(C)NC(=O)[C@H](CSCc1ccccc1)N1Cc2ccccc2C1=O	-3.6
COc1ccc2oc(C(=O)OCC(=O)N3CCN(S(=O)(=O)c4ccccc4)CC3)c(C)c2c1	-5.9
O=C(N/N=C/c1coc2ccc(Cl)cc2c1=O)c1ccc(O)cc1	0.3
COc1ccc(-c2csc(C(C)(O)c3ccccc3)n2)cc1 (stereo not drawn)	-0.4
COc1cc(Cl)ccc1S(=O)(=O)n1nc(C)cc1C	3.4
CC(C)(C)OC(=O)N1CCC2(CC1)Oc1ccc(Cl)cc1C(=O)C21CC(c2ccc(Cl)cc2)=NO1 (stereo not drawn)	1.3
CC(=O)Nc1ccc(N2CCOCC2)c(C(=O)Nc2cccc(C)c2)c1	-0.6
COc1cccc(CN(C)C(=O)CC23CC4CC(CC(C4)C2)C3)c1OC	1.4
Cc1ccccc1N1CCN(C2=Nc3ccccc3Sc3ccccc32)CC1	-1.7
CCN(CC(=O)Nc1ccc(NC(C)=O)cc1)C(=O)C1CCN(C(=O)c2ccccc2C)CC1	-1.0
O=C1N2CCSC2=NC1(Nc1ccccn1)C(F)(F)F (stereo not drawn)	5.9
O=C(CNC(=O)c1ccc(Br)o1)Nc1cccc(S(=O)(=O)N2CCCC2)c1	3.6
O=C(CSc1nnc(-c2ccco2)o1)c1ccccc1Cl	-2.5
Cc1ccc(-c2csc3nc(SCC(=O)N(C)C)n(Cc4ccccc4)c(=O)c23)cc1	0.2
COC(=O)/C=C/c1cc(F)ccc1S(=O)(=O)NC(C)(C)C	5.2
Cn1c(=O)[nH]c2c(Br)nccc21	6.2
CC(C)C[C@@H]1COc2cccc(N3CCN(Cc4ccccc4F)CC3)c2S(=O)(=O)N1	-0.2
Cc1ccc(-c2noc(CN3CCN(C(c4ccccc4)c4ccccc4)CC3)n2)cc1	-0.7
COc1cccc(NC(=O)NC2CC(=O)N(c3ccc4c(c3)OCCO4)C2)c1 (stereo not drawn)	0.3
CC(C)C(OC(=O)c1cccs1)C(=O)NCCc1ccccc1 (stereo not drawn)	0.9
CCN1C(=O)[C@H]2[C@@H](c3ccc(-c4ccc(Cl)c(Cl)c4)c(OC)c3)N3CCCC[C@@]3(C(=O)OC)[C@H]2C1=O	-1.9
O=C(O)CCCNC(=O)Cc1ccccc1	16.9*
CSc1ccc(S(=O)(=O)NC(C)c2ccccc2)cc1 (stereo not drawn)	-1.4
Cc1ccc(Nc2ccc(N3CCN(c4ccc([N+](=O)[O-])cc4)CC3)nn2)cc1	-1.0
CCOC(=O)Nc1cc(OCC)c(NC(=O)C2CC2)cc1OCC	-0.9

A run of entries of the results above:
canonical_smiles	TbREL1 inh
Cc1ccc(Nc2ccc(N3CCN(c4ccc([N+](=O)[O-])cc4)CC3)nn2)cc1	-1.0
CCOC(=O)Nc1cc(OCC)c(NC(=O)C2CC2)cc1OCC	-0.9

Next compounds follow.
canonical_smiles	TbREL1 inh
Fc1cccc(C2NC(=S)NC3=C2N2CCC3CC2)c1 (stereo not drawn)	-3.6
Cc1cc(NC(=O)COC(=O)C2CCCN2C(=O)c2cccs2)no1 (stereo not drawn)	-1.9
COC(=O)c1cc(S(=O)(=O)N2CCN(c3ccccc3C)CC2)cn1C	3.1
CC1CC(C)CN(C(=O)C(C)N(C)CC(=O)Nc2ccc(F)cc2)C1 (stereo not drawn)	-1.3
CCn1c(=O)c([N+](=O)[O-])c(N2CCN(Cc3ccc4c(c3)OCO4)CC2)c2ccccc21	-2.2
COc1ccc(CNC(=O)c2cn(Cc3ccccc3OC)c(=O)s2)cc1	5.8
COc1ccccc1N1CCN(C(c2ccccc2)c2nnnn2CCc2ccccc2)CC1 (stereo not drawn)	1.3
O=Cc1nc(Nc2cc(F)cc(F)c2)nc(NC2CCCC2)n1	6.3
COc1ccc(-c2nc(NCCN(C)C)nc3ccsc23)c(C)c1	4.9
Cc1nc(CS(=O)(=O)c2ccccc2)cc(N2CCOCC2)n1	0.1
CCC(C)(C)C1CCC2(CC1)NC(=S)N(c1ccccc1)N2 (stereo not drawn)	-1.1
Cc1ccc(OCC(=O)NCC(=O)Nc2ccc(F)cc2)c([N+](=O)[O-])n1	0.2
CCc1ncc(CN2CCC(C(=O)Nc3ccc(-n4nc(C)cc4C)cc3)CC2)cn1	-3.0
Cc1ccc(SC(C)C(=O)NC(N)=O)c(C)c1 (stereo not drawn)	1.3
CC[C@@H]1[C@H]2CCCC(=O)N3CC[C@@H](C[C@@H]1OC(=O)Nc1ccccc1)[C@@H]23	-0.2
Cc1ccc(-c2cc(-c3nnc(SCC(=O)Nc4ccc(OCc5ccccc5)cc4)n3N)[nH]n2)cc1	0.5
CCCCCCCCCCn1cc(C(C)=O)c(=O)[nH]c1=O	1.0
COc1ccccc1N1CCN(N=Cc2ccccc2Br)CC1	-4.1
Cc1ccc(S(=O)(=O)NCC(=O)NCC2COc3ccccc3O2)cc1C (stereo not drawn)	2.5
N#CC1=C(SCC(N)=O)NC(=O)CC1c1cccc2ccccc12 (stereo not drawn)	3.0
O/N=C1/CCc2cccc3cccc1c23	2.6
CCN(CC)c1cccc(OC2=NS(=O)(=O)c3ccccc32)c1	3.9
COc1ccc(OC)c(CN2C(=O)c3ccccc3C2c2nnnn2C(C)C)c1 (stereo not drawn)	-0.8
CCOc1ccc2nc(NC(=O)c3cnccn3)sc2c1	2.0
O=C(c1ccc(F)cc1)N1CCCC(c2ccccc2)C1 (stereo not drawn)	0.7
Cc1sc(NC(=O)COc2cccc(-n3cnnn3)c2)c(C#N)c1C	-20.2
COC(=O)c1cc(S(=O)(=O)C(C)C)c(S(C)=O)s1 (stereo not drawn)	0.5
CCc1nc(SCC(=O)Nc2ccccc2OC)c2c(C)c(C)sc2n1	-5.2
COCC(C)NC(=O)c1oc2c(c1C)C1(CCC2)SCCS1 (stereo not drawn)	-1.5
CCOC(=O)CC1(C)NC(=O)c2c(C)sc(C(=O)OCC)c2N1 (stereo not drawn)	-2.3

Next records follow.
SMILES,TbREL1 inh
O=C(CN(C(=O)CCC(=O)Nc1nccs1)c1ccc2c(c1)OCO2)NCc1ccc(F)cc1,-6.4
CSCCC(NC(=O)c1ccc(Cl)cc1Cl)C(=O)NCc1ccncc1 (stereo not drawn),3.2
Cc1ccc(-c2oc3ccccc3c(=O)c2O)cc1,-1.3
CCCN(CCC)S(=O)(=O)c1ccc(C(=O)N2CC3CCC(CC3)C2)cc1,2.3
C=CCN(C(=O)CCC(=O)Nc1cc(C)on1)C(C(=O)NC1CCCC1)c1ccc(C)cc1 (stereo not drawn),0.0
O=C(Nc1nccs1)c1nc[nH]c1C(=O)N1CCN(c2ccccc2)CC1,0.9
Cc1ccc2c(c1Br)/C(=N/N1C(=O)c3ccccc3C1=O)C(=O)N2,-1.2
COc1c(C)cc(C(=O)C2CCCN(Cc3c(C)n(C)n(-c4ccccc4)c3=O)C2)cc1C (stereo not drawn),0.3
CC(C)N(C(=O)CSc1nc(COc2ccccc2)nc2ccccc12)C(C)C,0.3
COc1ccc(CCNC(=O)Cn2nc(C(=O)O)c3ccccc3c2=O)cc1OC,-2.7
CC(C)CCOc1ccc(-c2c(=O)n(OCc3ccc([N+](=O)[O-])cc3)c3ccccc3[n+]2[O-])cc1,-1.5
O=C1OC(Nc2ccc3c(c2)OCO3)c2ccccc21 (stereo not drawn),-4.3
Cc1nc(/C(N)=N/OC(=O)c2cccc(Cl)c2)c(C(F)(F)F)o1,3.5
Cc1ccc(N2CC(C(=O)N3CCOCC3)CC2=O)cc1C (stereo not drawn),1.4
Cc1cc(NC(=O)C(C)Sc2nc(-c3cccs3)nc3ccccc23)no1 (stereo not drawn),6.0
Cc1cccc(NC(=O)c2cnc3scc(C)n3c2=O)c1,-1.6

A different layout for 3 compounds above:
TbREL1 inh	Structure
3.5	Cc1nc(/C(N)=N/OC(=O)c2cccc(Cl)c2)c(C(F)(F)F)o1
1.4	Cc1ccc(N2CC(C(=O)N3CCOCC3)CC2=O)cc1C (stereo not drawn)
6.0	Cc1cc(NC(=O)C(C)Sc2nc(-c3cccs3)nc3ccccc23)no1 (stereo not drawn)

More results follow:
SMILES,TbREL1 inh
COc1cc(/C=C(\C#N)C(=O)N2CCc3ccccc32)ccc1O,-1.5
Oc1ccc(CNc2cccnc2)c2cccnc12,7.2
O=c1ccc(=O)n(CCc2ccccn2)[nH]1,1.2
c1ccc(CNc2ncnc3nc[nH]c23)nc1,2.3
C=CCn1c(C)cc(C(=O)COC(=O)CCc2cc(OC)c(OC)c(OC)c2)c1C,-7.8
Cc1cc(SCC(=O)N(CC(C)C)c2c(N)n(CC(C)C)c(=O)[nH]c2=O)nc2ccccc12,0.5
O=C(CSCc1cccc(Cl)c1)NCc1ccc2c(c1)OCO2,1.7
CSCCC(NS(=O)(=O)/C=C/c1ccccc1)C(=O)O (stereo not drawn),-1.7
CCC(C(=O)NC(C)(C)C)N(Cc1ccco1)C(=O)CNS(=O)(=O)c1ccc(OC)cc1 (stereo not drawn),-0.8
COc1ccc(C2CC(O)(c3ccccc3)Oc3cc(OC)c(OC)c(OC)c32)cc1 (stereo not drawn),0.1
COc1ccccc1C(C)Nc1nc(-c2cccnc2)nc2ccccc12 (stereo not drawn),2.0
CCN(C(=O)COC(=O)c1cc2c(s1)CCCC2)c1c(N)n(Cc2ccccc2)c(=O)[nH]c1=O,-1.0
CC1CC(C)CN(C(=O)CCNS(=O)(=O)c2cccs2)C1 (stereo not drawn),-3.3
CN(Cc1ccccc1)C(=O)c1cccc(NC(=O)Cc2ccc(NC(=O)C3CCN(C(=O)c4ccccc4)CC3)cc2)c1,-2.2
CC(C)C(=O)Nc1nc(-c2ccc3c(c2)CCN3C(=O)C2CC2)cs1,-4.1
Cn1c(Nn2cnnc2)nc2ccccc21,-2.3
COc1ccc(C(=O)Nc2ccc(Cl)cc2C(=O)NCc2ccco2)cc1OC,-0.3
Cc1csc2nc(SCC(=O)N3CCN(c4ccccc4)CC3)[nH]c(=O)c12,-3.4
O=C(O)/C=C/C(=O)Nc1ccc(SC(F)(F)C(F)(F)C(F)(F)F)cc1,1.7
COc1ccc(NS(=O)(=O)c2ccc(C)c(C(=O)N3CCN(Cc4cc(OC)ccc4OC)CC3)c2)cc1,-3.6
CCOC(=O)C[C@H]1c2ccccc2S(=O)(=O)N1Cc1ccc(Cl)cc1,0.0
COc1ccc(S(=O)(=O)N(C)CC(=O)NCCCn2ccnc2)cc1Cl,-0.1
Cc1ccc(C2=NS(=O)(=O)N(C)C(C(=O)N(C)C3CCCCC3)=C2)cc1,5.2
O=C(N/N=C/c1cc(Br)c(O)c(Br)c1)c1cc2c(ccc3ccccc32)o1,-8.0
Cc1cc(NC(=O)c2cccs2)no1,-0.1
CCN(CC)S(=O)(=O)c1ccc(NC(=O)c2ccc(N(C)S(C)(=O)=O)cc2)cc1,0.7
Cc1ccc(N2C(=O)C3C(C2=O)N2CCCN2C3c2ccccc2)cc1C (stereo not drawn),-2.8
COc1cccc(-n2c(CN3CCN(c4cccc(C)c4)C(C)C3)nc3ccc([N+](=O)[O-])cc3c2=O)c1 (stereo not drawn),-5.6
CC(=O)c1c(C)[nH]c(C(=O)COC(=O)c2cccnc2Cl)c1C,0.5
Cc1c(C(=O)NCc2ccco2)oc2c(F)cccc12,5.9
CCCCC(NS(=O)(=O)c1ccc(OC)cc1)C(=O)O (stereo not drawn),7.2
C=CCn1c(-c2cc(Cl)ccc2OC)n[nH]c1=S,-2.4

4 entries from above, as labelled records:
> COc1cccc(-n2c(CN3CCN(c4cccc(C)c4)C(C)C3)nc3ccc([N+](=O)[O-])cc3c2=O)c1 (stereo not drawn)
  TbREL1 inh: -5.6

> CC(=O)c1c(C)[nH]c(C(=O)COC(=O)c2cccnc2Cl)c1C
  TbREL1 inh: 0.5

> Cc1c(C(=O)NCc2ccco2)oc2c(F)cccc12
  TbREL1 inh: 5.9

> CCCCC(NS(=O)(=O)c1ccc(OC)cc1)C(=O)O (stereo not drawn)
  TbREL1 inh: 7.2

More compounds.
SMILES,TbREL1 inh
CCCNC(=O)c1cc(C2CCCCN2C(=O)OCC(C)C)on1 (stereo not drawn),5.1
CC(C)(C)NC(=O)CN(CC1CCCO1)C(=O)CNS(=O)(=O)c1ccc(F)cc1 (stereo not drawn),-2.2
COc1ccc(Nc2nc(-c3cccs3)cs2)c(OC)c1,-2.4
CCN(C(=O)CN1CCN(S(=O)(=O)c2cc(Cl)ccc2Cl)CC1)c1c(N)n(Cc2ccccc2)c(=O)[nH]c1=O,-0.1
COCc1cc(N2CCN(C(=O)OC(C)(C)C)C[C@@H]2C)ccc1N1CCS(=O)(=O)CC1,-5.1
Cc1ccc(N2CC(C(=O)N3CCC(C(=O)Nc4nnc(C(C)(C)C)s4)CC3)CC2=O)cc1 (stereo not drawn),2.2
Cc1ccsc1C(=O)OC(C)C(=O)NC1CCCCC1C (stereo not drawn),0.8
C[C@H]1CN([C@@H](C)CO)C(=O)CCCn2nncc2CO[C@@H]1CN(C)C(=O)c1ccc(N2CCN(C)CC2)cc1,-0.1
COc1ccc(C(C#N)=C2C=CC(=NO)C=C2)cc1,2.4
O=C(Nc1nc(-c2ccccc2)c(C(=O)c2ccccc2)s1)c1ccc(S(=O)(=O)N2CCCCC2)cc1,2.3
Cc1nnc(SCC(=O)N2CCN(c3ccccc3)CC2)n1C1CC1,-1.5
COC(=O)c1ccc2c(=O)[nH]c(COC(=O)CCC(=O)c3ccc(Cl)cc3)nc2c1,3.0
COc1ccccc1NC(=O)NCCCCc1ccccc1,1.5
O=C1NC[C@H](c2ccccc2)OC(=O)[C@H](Cc2ccc(F)cc2)C/C=C\C[C@H]1CC(=O)N(CCO)Cc1ccccc1,3.2
CCOc1ccc(C(=O)Nc2ccc(N3CCN(C)CC3)cc2)cc1,-3.8
Cc1nnc(SCC(=O)Nc2nonc2C)s1,-1.2
